# Source: PubChem
# TDP2 inh = human TDP2 enzyme inhibitors, primary screen, biochemical, epi absorbance, recombinant enzyme. Tyrosyl-DNA phosphodiesterase 2 (Homo sapiens), O95551. T5PNP hydrolysis, p-nitrophenol absorbance 415 nm. inhibition, % at 12.8 µM. hit rate 0.34% among 370,000. AID 720702, 2013;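 active = inhibition above the mean of all tested compounds plus 3 SD, set per campaign, cut at about 25% in these data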;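 also: 0% = DMSO with enzyme and 100% = buffer with substrate but no TDP2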
#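 Assay system: Recombinant human TDP2 | Quantity: 120 nM TDP2 per well | Incubation: 2 h at 37 °C | Signal: Epi absorbance | Evaluation: Percent inhibition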
# PLCg1 inh = PLC-gamma1 enzyme inhibitors, primary screen, biochemical, fluorescence, purified enzyme; fluorogenic substrate; inhibition, % at 12.2 µM; hit rate 0.84% among 370,000; AID 720700, 2013; in the data active = inhibition above about 9.5%
# LEDGF integ inh = blockers of LEDGF/p75-dependent integrase strand transfer – biochemical, TR-FRET, high throughput, primary screen. HIV-1 integrase (with human LEDGF/p75). TR-FRET IN-LEDGF/p75 DNA integration, Eu/Cy5. inhibition, % at 3.7 µM. hit rate 0.64% among 370,000. AID 743269, 2014;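 active = inhibition above the screen-wide mean plus 3 SD, cut at about 13% in these data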;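 also: signal is the Cy5 over europium emission ratio at 671 and 618 nm; 0% = plate median of compound wells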
# ADAM17 inh = ADAM17 inhibitors, primary screen, biochemical, QFRET | Disintegrin and metalloproteinase domain-containing protein 17 (Homo sapiens), P78536 | hit rate 0.83% among 370,000 | recombinant ADAM17, EDANS/DABCYL FRET peptide cleavage | AID 720648, 2013 | inhibition, % at 6.95 µM;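 active = inhibition above the mean of compounds lying between control limits plus 3 SD, set per campaign, cut at about 8.5% in these data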;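 also: 0% = DMSO-only wells as the low control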
# Tn6 DDE FP = inhibitors of Tn6 peptide binding to fibrin DD(E), primary screen, biochemical, fluorescence polarization, human fibrin, Tn6 probe. hit rate 0.21% among 370,000. inhibition, % at 8.3 µM. Fibrin DD(E) TRITC-Tn6 fluorescence polarization displacement;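 active = inhibition above a per-campaign cutoff: mean of compounds within control limits plus 3 SD, cut at about 15% in these data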;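 also: 0% = median of all compound wells on the plate and 100% = blocking peptide control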
# Tn7 DDE FP = inhibitors of Tn7 peptide binding to fibrin DD(E), primary screen, biochemical, fluorescence polarization, human fibrin, Tn7 probe; Fibrinogen beta chain (Homo sapiens), P02675; FP displacement of FITC-Tn7 peptide from fibrin DD(E); 0% = median of compound wells per plate; inhibition, % at 8.3 µM; hit rate 0.13% among 370,000; AID 720508, 2013;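 active = inhibition above the mean of compounds falling within the control limits plus 3 SD of them, cut at about 14% in these data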;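 also: 0% = plate median of compound wells and 100% = 10 µM Aha-Tn7 peptide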
#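 Also added: labelled Tn7 tracer, 0.1 µM; Assay system: human fibrin DD(E) protein; Amount: 2 µM fibrin DD(E); Schedule: 10 min compound pre-incubation, 3 h probe incubation at room temperature; Repeats: one replicate per compound; Read-out basis: percent inhibition; Measured by: fluorescence polarization of the labelled Tn7 tracer.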
# ADAM10 inh = human ADAM10 inhibitors, primary screen, biochemical, QFRET, HTS. Disintegrin and metalloproteinase domain-containing protein 10 (Homo sapiens), O14672. recombinant ADAM10, EDANS/DABCYL FRET peptide cleavage, 3 h. inhibition, % at 7 µM. hit rate 0.62% among 370,000. AID 720582, 2013;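 active = inhibition above a per-campaign cutoff equal to the mean of compounds falling between control-based bounds plus 3 SD, cut at about 20% in these data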;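 also: 0% = DMSO wells while the 100% control is not disclosed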
# ASAP1 GAP inh = inhibitors of human ASAP1 ArfGAP activity, primary screen, biochemical, fluorescence polarization. hit rate 0.19% among 360,000. inhibition, % at 16.5 µM. Arf-GAP with SH3 domain, ANK repeat and PH domain-containing protein 1 (Homo sapiens), …. ASAP1-stimulated ARF1 GTP hydrolysis, GDP FP detection. AID 624377, 2012; in the data active = inhibition above about 25%;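 also: 0% = vehicle with enzyme and substrate and 100% = no enzyme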
# Target sequence (Q9ULH1 325-724 limits assumed): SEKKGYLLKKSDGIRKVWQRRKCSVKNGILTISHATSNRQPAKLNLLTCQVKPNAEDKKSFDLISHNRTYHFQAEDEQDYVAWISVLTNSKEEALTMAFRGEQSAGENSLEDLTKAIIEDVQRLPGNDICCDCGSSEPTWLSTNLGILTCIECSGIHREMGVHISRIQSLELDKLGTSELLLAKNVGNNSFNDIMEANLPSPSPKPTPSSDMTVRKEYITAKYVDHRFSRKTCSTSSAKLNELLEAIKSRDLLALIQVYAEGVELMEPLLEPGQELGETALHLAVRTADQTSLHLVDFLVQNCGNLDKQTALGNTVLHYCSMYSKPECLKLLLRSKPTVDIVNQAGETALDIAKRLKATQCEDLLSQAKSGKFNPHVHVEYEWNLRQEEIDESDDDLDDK
# KLK7 zymogen act = proKLK7 zymogen activators, primary screen, biochemical, fluorescence intensity. Kallikrein-7 (Homo sapiens), P49862. purified proKLK7, EDANS-DABCYL substrate fluorescence; 100% is mature enzyme control, 0% vehicle. activation, % at 7 µM. hit rate 0.9% among 370,000. AID 652039, 2013;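 active = activation above the mean of all tested compounds plus 3 SD, computed per campaign excluding outliers beyond control limits, cut at about 13% in these data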
# Target sequence (P49862 whole entry, looked up): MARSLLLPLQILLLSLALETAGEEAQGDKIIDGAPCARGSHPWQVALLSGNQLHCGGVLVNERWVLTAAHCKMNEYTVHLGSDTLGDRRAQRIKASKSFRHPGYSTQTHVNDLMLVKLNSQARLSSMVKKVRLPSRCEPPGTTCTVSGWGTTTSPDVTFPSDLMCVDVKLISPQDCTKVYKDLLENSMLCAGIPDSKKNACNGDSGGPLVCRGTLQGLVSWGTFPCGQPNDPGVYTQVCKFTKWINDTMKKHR
# ARFGAP1 inh = inhibitors of rat ARFGAP1 GAP activity, primary screen, biochemical, fluorescence polarization, GDP tracer | Arfgap1-stimulated ARF1 GTP hydrolysis, GDP FP detection | inhibition, % at 16.5 µM | hit rate 0.26% among 360,000 | AID 651572, 2012;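 active = inhibition above a per-plate limit, mean inhibition of low control wells plus 3 SD, cut at about 25% in these data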;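 also: 0% = DMSO wells with enzyme and 100% = wells lacking Arfgap1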
# Target sequence (Q62848 1-136 limits assumed): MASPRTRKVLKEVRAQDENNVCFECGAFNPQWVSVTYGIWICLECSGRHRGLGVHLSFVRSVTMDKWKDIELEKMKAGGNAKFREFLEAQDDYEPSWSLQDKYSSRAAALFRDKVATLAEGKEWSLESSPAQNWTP
#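 Replicates: Single well per compound | Assay system: Truncated rat Arfgap1 GAP domain | Control set: No-Arfgap1 wells (100%) versus DMSO full-reaction wells (0%) | Times: Enzyme reaction 120 min at 25 °C after 20 min preincubation | Reagent: Human ARF1(Δ1-17)-GTP substrate | Measured by: Tracer-displacement fluorescence polarization with EDTA stop, 620/688 nm | Measure: Percent inhibition of Arfgap1-stimulated GTP hydrolysis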
# Numbers without * were called inactive; i = inactive; . = not tested or not shown.
TDP2 inh,PLCg1 inh,LEDGF integ inh,ADAM17 inh,Tn6 DDE FP,Tn7 DDE FP,ADAM10 inh,ASAP1 GAP inh,KLK7 zymogen act,ARFGAP1 inh,SMILES
6.2,0.4,0.7,-2.6,0.6,1.6,4.6,0.3,-0.2,-7.0,CC(C)(C)c1ccc(-c2n[nH]c(=S)n2CC2CCCO2)cc1 (configuration not stated)
-5.0,3.0,1.2,2.9,2.3,-0.9,-5.7,11.3,-0.3,6.6,COc1cc(NC(=O)c2cc([N+](=O)[O-])ccc2N2CCOCC2)ccc1NC(=O)c1ccco1
14.7,-1.8,2.1,-2.5,7.8,6.9,-9.3,-10.1,0.0,-11.8,O=C(CN1C2CCC1CC(NC(=O)Nc1ccccc1)C2)NCc1ccco1 (configuration not stated)
1.9,1.1,-0.1,6.0,-3.0,-4.2,6.1,-7.0,-0.3,6.8,Cc1ccc(Oc2c(C(N)=O)cc([N+](=O)[O-])cc2[N+](=O)[O-])cc1
-8.6,-1.9,-0.8,3.2,1.0,-6.4,7.2,-0.8,-0.6,3.1,CCOc1ccc(-n2c(-c3ccccc3)c[nH]c2=S)cc1
12.4,-1.6,-1.9,2.1,-10.3,4.2,4.1,14.8,0.0,8.3,COC(=O)c1ccc(Cn2cc(/C=C\[N+](=O)[O-])c3ccccc32)o1
-0.8,-3.8,4.7,-0.3,-4.3,-1.8,-6.5,-0.8,0.5,-3.5,Cc1cc(NC(=O)CSCC(=O)Nc2nc3ccccc3s2)no1
-17.8,2.4,-0.1,-2.4,6.1,5.0,-2.6,-3.7,-0.2,1.0,COc1ccc(S(=O)(=O)NNC(=O)Nc2ccc(F)cc2)cc1
-14.2,-2.8,-5.9,4.9,-8.5,-0.1,-9.7,7.7,-0.2,2.2,O=C(O)Cc1ccc2ccc3ccccc3c2c1
18.8,-3.4,-0.7,-0.5,5.1,3.5,-4.4,11.5,-1.0,1.2,CC1(c2ccccc2Cl)NC(=O)N(CC(=O)NCc2ccc3c(c2)OCO3)C1=O (configuration not stated)
-30.8,-2.6,4.7,-4.4,4.5,2.6,-4.7,8.0,-0.8,-16.1,COc1ccc(C(=O)Nn2cnc3ccccc3c2=O)c(OC)c1
5.9,0.7,-1.7,0.9,-4.1,-0.1,-1.7,4.1,0.5,10.2,CCC(CC)C(=O)c1c[nH]c(C(=O)NCc2ccc(F)cc2)c1
-4.8,-3.1,3.7,-2.9,4.9,-3.7,-6.3,-2.9,0.7,-15.3,COc1ccc(-n2nc(C(=O)NCC(=O)NC3CCCCCC3)c3ccccc3c2=O)c(OC)c1
-10.3,-3.7,-0.1,0.7,-2.6,1.4,7.5,-9.8,0.1,12.7,C[C@H](CO)N1C[C@H](C)[C@@H](CN(C)Cc2ccc(Cl)c(Cl)c2)Oc2c(NC(=O)C3CCOCC3)cccc2C1=O
-5.4,2.7,2.0,-1.8,-0.8,-3.0,5.0,7.2,-0.5,6.4,Cc1ccc(C(=O)N2CCCC(N3CCN(c4ccccc4F)CC3)C2)s1 (configuration not stated)
-3.3,2.5,-1.4,-3.2,7.1,-2.5,-3.4,5.9,-0.4,-12.1,S=C(Nc1ccccn1)c1ccccn1
-3.4,8.2,3.5,2.5,0.3,0.8,7.4,4.5,-0.3,8.1,CCOc1ccc(C2=[N+]([O-])C(C)(C)N(O)C2(C)C)cc1
0.6,-0.5,-2.2,-1.6,7.8,-2.7,-6.5,-12.2,-0.3,-1.5,Cc1ccc(CC(=O)NCc2cccnc2)cc1
5.0,1.0,0.8,-0.8,-0.2,6.8,1.0,-4.8,0.3,-1.1,O=C(NNc1cccc(Cl)n1)c1ccccc1CC[N+](=O)[O-]
-0.6,2.7,-2.2,7.0,0.5,1.4,12.3,.,0.0,.,COC(=O)[C@]12C[C@H](CC(=O)NCc3cccc4ccccc34)C(=O)N(Cc3ccco3)C1=C[C@H](C(C)C)O[C@@H]2C1CC1
-5.7,-0.8,-1.3,7.1,-1.7,-4.7,7.7,6.7,-0.4,3.9,CCOc1ccc(CNC(=S)Nc2ccccc2)cc1Cl
0.0,5.6,6.0,-2.6,-4.9,1.6,2.6,1.2,0.2,-5.2,Cc1ccc(NC(=O)NC2C(NC(=O)Nc3ccc(C)cc3)N(C)C(=O)N2C)cc1 (configuration not stated)
-1.8,-0.6,3.9,-2.6,-4.8,-9.2,-0.5,-5.2,0.1,7.8,O=C(CCS(=O)(=O)c1ccccc1)Nc1ccccn1
-10.2,-0.4,-4.5,3.9,-10.2,0.9,3.2,3.7,0.3,-2.1,Cc1cc(C)c(-c2noc(C(=O)OC(C)(C)C)c2C(=O)OC(C)(C)C)c(C)c1
-3.8,-1.8,1.0,-1.9,-1.0,0.8,-1.5,2.6,0.1,-9.7,Cc1ccc(CNC(=O)c2ccc(N3CCC4(CC3)CC(c3ccccc3)=NO4)c(NC(=O)c3ccco3)c2)cc1
13.1,-1.5,-0.1,1.6,2.8,3.5,5.9,2.0,-0.4,-2.3,Cc1nn(-c2ccc(F)cc2)c(Cl)c1/C=C/C(=O)OCC(=O)Nc1ccc(F)cc1F
-4.6,-2.6,2.1,4.0,2.6,-0.3,7.9,-22.6,-0.4,9.4,Cc1ccc(NC(=O)Cc2ccc(Cl)cc2)cc1S(=O)(=O)N1CCCCCC1
2.6,1.5,0.1,-5.5,7.0,4.5,-0.7,-0.5,-0.4,2.7,O=C(C1=C[C@@H](C2CC2)C[C@@H](OCCCCO)O1)N1CCN(Cc2ccc3c(c2)OCO3)CC1
2.8,-0.6,1.7,-6.6,1.3,-0.9,-2.4,-1.9,-0.2,5.5,N=C1C(c2nc3ccccc3[nH]2)=C(O)CN1c1ccc(F)cc1
-4.9,-15.2,-2.4,-11.6,3.3,-0.4,-54.7,-2.9,1.8,3.9,CCOC(=O)[C@H]1[C@H]2COc3ccc(C)cc3[C@@H]2N2C(=O)CN(C)C(=O)[C@@]12C
-6.4,9.3,2.6,5.0,-3.9,-4.0,12.4,-6.1,-0.1,1.5,CC(CNS(=O)(=O)c1ccc(Cl)cc1)n1cncn1 (configuration not stated)
8.9,-1.5,3.7,0.6,-6.5,1.9,6.6,-7.4,0.2,-10.0,CC(C)(C)c1ccc(C(=O)NNc2cc(N3CCOCC3)nc(N3CCOCC3)n2)cc1
-8.4,0.1,0.4,-1.7,-4.9,-2.9,-10.9,2.0,0.2,2.5,CCOC(=O)N1CCc2c(sc(NC(=O)C3COc4ccccc4O3)c2C(N)=O)C1 (configuration not stated)
-2.8,-2.1,0.7,-0.6,-4.6,7.8,0.7,-5.0,0.5,7.5,O=C(CC(NS(=O)(=O)c1ccc(Cl)cc1)c1ccco1)NCc1ccco1 (configuration not stated)
-0.4,0.3,-2.7,-1.8,0.9,-1.6,-14.6,2.3,0.2,1.4,COC(=O)[C@@]1(Cc2ccccc2)[C@H]2C(=O)N(Cc3ccccc3)C(=O)[C@H]2[C@H]2CN=C(SC)N21
-3.3,2.2,0.8,1.1,-4.6,-0.3,13.6,-1.8,-0.1,2.0,CCC(C)NS(=O)(=O)c1ccc(OCC(=O)Nc2ccc3c(c2)OCO3)cc1 (configuration not stated)
-5.9,5.0,-1.7,-1.1,-6.9,2.9,10.1,9.7,0.1,3.2,O=c1nc2ccccc2c2n1CC(CN1CCN(c3cccc(Cl)c3)CC1)N2 (configuration not stated)
-8.8,-0.4,5.9,3.1,0.2,5.9,2.0,-18.7,0.0,-2.1,O=C(NCCN1CCOCC1)c1ccc2c(c1)N(Cc1c(F)cccc1Cl)C(=O)c1ccccc1S2
4.7,0.6,-2.2,8.6,-3.5,1.7,15.0,-2.9,-0.1,0.5,CC(C)(CCl)C(=O)Nc1ccc(Sc2ccc(F)cc2)cc1
-0.1,-223.9,-0.1,-256.0,7.1,1.1,i,3.0,7.2,-4.3,CNc1ccccc1C(=O)OCC(=O)Nc1ccc2c(c1)OCO2

# 2 entries from above, with each value named.
> CCC(C)NS(=O)(=O)c1ccc(OCC(=O)Nc2ccc3c(c2)OCO3)cc1 (configuration not stated)
  TDP2 inh: -3.3
  PLCg1 inh: 2.2
  LEDGF integ inh: 0.8
  ADAM17 inh: 1.1
  Tn6 DDE FP: -4.6
  Tn7 DDE FP: -0.3
  ADAM10 inh: 13.6
  ASAP1 GAP inh: -1.8
  KLK7 zymogen act: -0.1
  ARFGAP1 inh: 2.0
> O=c1nc2ccccc2c2n1CC(CN1CCN(c3cccc(Cl)c3)CC1)N2 (configuration not stated)
  TDP2 inh: -5.9
  PLCg1 inh: 5.0
  LEDGF integ inh: -1.7
  ADAM17 inh: -1.1
  Tn6 DDE FP: -6.9
  Tn7 DDE FP: 2.9
  ADAM10 inh: 10.1
  ASAP1 GAP inh: 9.7
  KLK7 zymogen act: 0.1
  ARFGAP1 inh: 3.2

# Later entries.
TDP2 inh,PLCg1 inh,LEDGF integ inh,ADAM17 inh,Tn6 DDE FP,Tn7 DDE FP,ADAM10 inh,ASAP1 GAP inh,KLK7 zymogen act,ARFGAP1 inh,SMILES
-4.1,1.4,1.4,-2.4,1.2,-15.1,0.4,0.2,-0.2,3.0,COc1ccccc1N1CCN(S(=O)(=O)c2ccccc2)CC1
5.2,-0.3,-0.1,-4.4,-3.2,1.7,2.8,-2.5,0.5,3.9,O=C(N1CCOCC1)n1cnc2ccccc21
-5.1,0.0,-2.0,-3.5,5.2,5.3,-6.7,12.4,0.0,-3.4,CC(=O)c1ccc(OCc2cc(C(=O)NC(C)CCn3cccn3)no2)cc1 (configuration not stated)
-3.4,-0.5,-1.8,-0.7,0.8,5.2,-4.6,-1.9,-0.6,16.9,COc1ccc([C@H]2C[C@@H](O)[C@H](n3cc(COC(=O)c4ccccc4)nn3)CN2Cc2cccs2)cc1
1.8,-4.2,-4.7,-4.0,1.3,11.3,-0.1,11.6,-0.6,-3.0,CCOC(=O)C1CCCN(C(=O)c2cccs2)C1 (configuration not stated)
4.2,-24.8,10.8,-0.1,1.6,-6.0,-7.1,8.3,-0.4,3.8,CCCn1c(C)cc(-c2csc(N)n2)c1C

# Outcome played no part in choosing rows (roughly 4.2% active in at least one column).
